HT1080 IDH1KD tx: toxicity to HT-1080 IDH1 knockdown cells (counter line) | AID 686971 | actives 2% (n = 360,000) | HT-1080 IDH1 knockdown viability, ATP luminescence, 48 h | Potency, µM (top dose mostly 46.1 µM), for inactives: at the highest dose activity, negative = toxicity, actives largely listed as cytotoxic;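 also: potency is read from the fitted curve at half-maximal effect; 0% = DMSO wells and -100% = cell-free medium wells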
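IDH1KD HT-1080 cells, 750/well, RPMI + 5% FBS; compound pinned after 2 h settling; 48 h, 37 °C; CellTiter-Glo luminescence; % activity normalised to DMSO and no-cell wells; curves fitted, classed by r2 and efficacy.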
SW480 rereplic: induces DNA re-replication in SW480 colon adenocarcinoma cells; AID 624297; Potency, µM (series often up to 46.1 µM), for inactives: at the top dose re-replication activation, most hits filed as activators; SW480 DNA re-replication, Hoechst DNA content imaging, 48 h; actives 1.8% (n = 340,000); also: potency is read from the fitted curve at half-maximal effect; % of control where 0% means no effect; nearly all actives have a fitted effect of over 55% in size
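SW480 cells exposed to compounds for 48 hr at 37 C, 5% CO2, then Hoechst-stained 40 min. Nuclear DNA content imaged by fluorescence scanning (405 nm excitation, 500-530 nm emission); re-replication scored as increased high-intensity nuclei.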
HT1080-NT tox: kills 2HG-producing HT-1080-NT fibrosarcoma cells; HT-1080-NT fibrosarcoma viability, CellTiter-Glo ATP luminescence, 48 h; Potency, µM (doses to about 46.1 µM), for inactives: at the highest dose activity, negative = less viability, usual class: cytotoxic; actives 1.6% (n = 360,000); AID 686970;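 also: NT is the 2HG producing partner of a matched IDH1 knockdown line; potency is read from the fitted curve at half-maximal effect; 0% = DMSO-treated cells and -100% = media-only wells without cells; nearly all actives have a fitted effect of over 55% in size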
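Read-out is CellTiter-Glo luminescence after 10 minutes at room temperature, following 48 hours' compound treatment of HT-1080-NT cells (750 cells/well, RPMI, 5% FBS, 37 degrees C).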
KB-3-1 tox: kills parental KB-3-1 adenocarcinoma cells. KB-3-1 viability, CellTiter-Glo ATP luminescence, 72 h. Potency, µM (doses to about 46.1 µM), inactives show at the highest dose activity change, negative = cytotoxic, most hits filed as cytotoxic. actives 1.4% (n = 400,000); also: potency is read from the fitted curve at half-maximal effect; % is scaled to controls: 0 for no effect and ±100 for the full control effect; nearly all actives have a fitted effect of over 60% in size
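Parental KB-3-1 viability, qHTS format: 72 h compound exposure, 37 °C; CellTiter-Glo; media-only wells and DMSO plates as controls; concentration-effect fits on corrected data.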
MCF10A rerep: DNA re-replication induction in MCF 10a cells | MCF 10A DNA re-replication, Hoechst nuclear intensity, 48 h | Potency, µM (series often up to 46.1 µM), for inactives: at the top dose activity, positive = re-replication, hits mostly activators | actives 2.9% (n = 350,000); also: potency is read from the fitted curve at half-maximal effect; % of control where 0% means no effect; nearly all actives have a fitted effect of over 50% in size
ATXN2 expr inh: ATXN2 expression inhibition; Potency, µM (titrated, usually from 57 µM), for the others: at the top dose activity change, negative = inhibition, usual class: inhibitors; actives 0.72% (n = 360,000); HEK-293 ATXN2-luciferase reporter, luminescence, 24 h; AID 1745845; also: potency is read from the fitted curve at half-maximal effect; % is scaled to controls: 0 for no effect and ±100 for the full control effect; nearly all actives have a fitted effect of over 55% in size
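ATXN2-luciferase reporter cells (luciferase flanked by upstream and downstream ATXN2 gene portions) were treated 24 h at 37 °C with compounds at up to 57 uM. SteadyGlo luminescence gave expression; GF-AFC fluorescence gave viability.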
KB-V1 cytotox: kills drug-selected multidrug resistant KB-V1 cells; KB-V1 MDR cells viability, CellTiter-Glo, 72 h; Potency, µM (top dose mostly 46.1 µM), without a hit: top-dose activity change, negative = cytotoxicity, actives largely listed as cytotoxic; actives 3.4% (n = 400,000); AID 1347076; also: potency is read from the fitted curve at half-maximal effect; % is scaled to controls: 0 for no effect and ±100 for the full control effect; nearly all actives have a fitted effect of over 60% in size
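Cells of the MDR subline KB-V1 are plated, dosed with compound at multiple concentrations, and incubated 72 h at 37 degrees C; CellTiter-Glo is then added and luminescence read after 10 min.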
S2 tox: reduces viability in counter-screen for ATXN expression inhibitors | S2 cells (HEK-293 line with an ATXN2-luciferase reporter) viability, CellTiter-Fluor protease fluorescence, 24 h | AID 651635 | Potency, µM (titrated, usually from 56.7 µM), usual class: cytotoxic | actives 0.49% (n = 400,000); also: potency is read from the fitted curve at half-maximal effect; nearly all actives have a fitted effect of over 40% in size
IL1B secr inh: inhibitors of inflammasome signaling (IL-1 beta secretion); AID 743279; actives 4.7% (n = 360,000); activity change, % at 57.5 µM; THP-1 LPS/ATP IL-1B secretion, AlphaLISA, 16 h; active compounds read low; in the data active = activity change below about -50%; inconclusive = mostly about -30% to -49%; also: % is scaled to controls: 0 for no effect and ±100 for the full control effect
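THP-1 cells pretreated 1 hr with compounds (up to 57.5 uM final), then stimulated with LPS (250 ng/mL final) plus ATP (1.25 mM final); secreted IL-1B measured by AlphaLISA after 16 hr, decreased signal indicating inhibition.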
Active calls of the source: *; i = inactive; ? = inconclusive; · = not tested or not shown; [ ] = dose if it differs, or a comment. Unless noted, calls follow the shape of the dose curve; as a rule, active = well fitted curve in the direction sought with a large enough effect; inconclusive = small, poorly fitted or top-dose-only effect, or another doubt; inactive = no such curve, though single readings can be large; an effect the other way counts as inactive or inconclusive.

nr	canonical_smiles	MCF10A rerep	HT1080 IDH1KD tx	KB-3-1 tox	SW480 rereplic	ATXN2 expr inh	S2 tox	IL1B secr inh	HT1080-NT tox	KB-V1 cytotox
1	O=S(=O)(c1ccccc1)N1CCCN(S(=O)(=O)c2ccccc2)CC1	0%	6%	-2%	-25%	·	·	3	15%	-1%
2	CCCOc1ccc(N2C(=O)CC(N(Cc3ccco3)C(=O)CCC(=O)O)C2=O)cc1 (stereo not given)	-4%	8%	10%	-3%	0%	i	10	23%	13%
3	CCOC(=O)Cc1cc(=O)n2[nH]c(-c3ccccc3)cc2n1	-2%	?	-9%	-3%	4%	i	26	0%	-19%
4	Cc1cc2c(cc1S(=O)(=O)CCC(=O)N1CCN(c3ccccc3)CC1)OCC(=O)N2	·	·	10%	·	2%	i	·	·	-13%
5	COc1ccccc1NC(=O)CN1CCN(c2ccc(Cl)cc2)CC1	-5%	0%	-11%	-9%	-20%	i	22	-3%	-2%
6	COc1cc(CN(C)CC2CCCN(CCc3ccccc3F)C2)cc(Cl)c1OC (stereo not given)	?	?	?	-36%[inhibitor][1.84 µM]	?	18µM*	-84*	-25%	-22%
7	Cc1ccc(S(=O)(=O)c2nc(-c3ccccc3Br)oc2N(C)C)cc1	?	?	?	?	-19%	i	15	-23%	?
8	Cc1ccc(OCCNC(=O)c2cc(-n3cnnc3)ccc2Cl)cc1C	23%	-8%	1%	-2%	2%	i	29	-13%	?
9	Cc1ccnc(NC(=O)c2ccc(Cl)s2)c1	0%	-1%	-1%	-2%	·	?	15	6%	?
10	COc1ccc(C(=O)N2CCC(=O)N(C(CO)Cc3ccccc3)CC2)cc1 (stereo not given)	5%	3%	17%	-2%	4%	i	5	0%	3%
11	Cc1oc2c(c1C(=O)c1ccc(Cl)cc1)C(=O)C(=O)c1ccccc1-2	7.3µM*	-7%	?	-4%	5.6µM*	7.1µM*	4	-5%	16µM*
12	O=C(CSC1=Nc2ccccc2C2CC=NN12)Nc1ccc2c(c1)OCO2 (stereo not given)	?	?	10%	?	6%[11.3 µM]	?	?	?	-3%
13	N#CCCn1cnc2ccccc21	-19%	12%	8%	-4%	-1%	i	5	14%	21%
14	Cc1cccn2c(=O)c(/C=C(\C#N)S(=O)(=O)c3ccc(Cl)cc3)c(N3CCC(C(N)=O)CC3)nc12	12%	-1%	21%	-16%	4%	i	0	1%	0%
15	CCN(C(=O)c1ccc(=O)[nH]c1)c1c(N)n(Cc2ccccc2)c(=O)[nH]c1=O	-1%	-2%	1%	-8%	·	i	-8	-1%	-14%
16	COc1ccccc1C=NN=Cc1ccccc1O	-3%	21%	2%	-3%	19%	?	6	7%	1%
17	Cc1ccc(NC(=O)CN2CCCCCC2)c(Br)c1	20%	13%	6%	-7%	18%	i	0	15%	?
18	CC1CCN(C(=O)c2cc(Cl)nc3ccccc23)CC1	12%	6%	4%	-1%	0%	i	39	1%	-10%
19	COc1ccccc1C1(O)C(=O)Nc2ccc(C)cc21 (stereo not given)	0%	3%	-1%	5%	-3%	i	3	0%	2%
20	Cc1c(C)c(C)c(S(=O)(=O)NCCc2ccncc2)c(C)c1C	-2%	-20%	-19%	-3%	5%	i	67	-3%	-10%
21	O=C(NCc1ccc2c(c1)OCO2)c1ccc(CS(=O)(=O)Cc2cccc(Cl)c2)o1	1%	0%	?	·	-10%	i	3	-1%	?
22	O=C(Nc1ccc(C(=O)OC2CCCCC2)cc1)c1ccncc1	0%	?	?	4%	-6%	i	-6	?	-24%
23	COc1cc(NC(=O)C/C(C)=N/NC(=O)Cc2ccccc2)c(OC)cc1Cl	?	-5%	6%	-12%	-2%	?	0	-3%	0%
24	COc1ccc(-c2cc(C(=O)NCc3ccccc3)c3c(-c4ccccc4)[nH]nc3n2)cc1	·	·	0%	·	7%	i	·	·	?
25	Cc1ccc(OCC2Cn3c(nc4c3c(=O)[nH]c(=O)n4C)O2)cc1 (stereo not given)	-3%	-14%	-6%	-3%	-8%	i	31	-1%	?
26	Fc1cccc(-c2nnn3c2nc(NC2CCCCC2)c2ccccc23)c1	·	·	3%	·	20%	i	·	·	0%
27	COc1ccc(Oc2ccc(C(F)(F)F)cc2NC(=O)c2ccc(F)cc2)cc1	-2%	-15%	1%	1%	-13%	i	7	-16%	-6%
28	Cc1nc(NS(=O)(=O)c2ccccc2)sc1NC(=O)OCCN(C)C	-5%	?	15%	-11%	5%	i	-1	24%	11%
29	COC(=O)C1=C(C)OC(N)=C(C#N)C1c1ccco1 (stereo not given)	-1%	2%	17%	1%	1%	i	1	6%	8%
30	CCOC(=O)c1oc2nc(C)c3c(c2c1N)CC(C)(C)OC3	13%	1%	17%	2%	5%	i	17	-8%	2%
31	COc1cc(/C=C/C(=O)N2CCCN(C(=O)/C=C/c3cc(OC)c(OC)c(OC)c3)CC2)cc(OC)c1OC	-8%	-1%	?	?	·	i	-11	9%	-5%
32	CCN(CC)CCN(C(=O)Cn1nnc(-c2ccc(OC)c(OC)c2)n1)C(C(=O)NC1CCCC1)c1ccc(F)cc1 (stereo not given)	-3%	0%	5%	15%	-25%	i	-12	2%	11%
33	COc1ccc(C2=Nn3c(nnc3-c3cccnc3)SC2)cc1	18%	2%	?	3%	-2%	i	0	4%	?
34	COc1ccccc1-c1cc(-c2ccc(C)cc2)nc(SCc2nnc(-c3ccccc3)o2)c1C#N	9%	9%	16%	8%	-8%	i	-1	0%	-6%
35	CCCc1c(-c2ccccc2)ncn1Cc1ccccc1OC	·	?	?	·	-7%	?	7	-27%	18µM*
36	COc1ccc(-c2csc(N(CC3CCCO3)C(=O)c3ccco3)n2)cc1 (stereo not given)	16µM*	-26%	?	?	8%	i	-15	-14%	-25%
37	Cc1ccc(S(=O)(=O)CCC(=O)Nc2sccc2C#N)cc1	8%	-7%	16%	10%	6%	i	15	-3%	3%
38	COc1cc(OC)c(S(=O)(=O)Nc2ccc(C(=O)N3CCCC3)cc2)cc1NC(C)=O	9%	-5%	-4%	9%	10%	i	-5	-3%	-16%
39	O=C(O)c1ccccc1Cc1ccc(F)c2ccccc12	·	4%	4%	·	·	?	47	0%	11%
40	CC(C)CCNC(=O)C12CN(Cc3ccccc3)CC1C(c1ccc([N+](=O)[O-])cc1)=NO2 (stereo not given)	-7%	-13%	?	-2%	-10%	i	-14	-7%	-13%
41	CN1CCN(S(=O)(=O)c2ccc3c(c2)NC(=O)C2CCCN32)CC1 (stereo not given)	-2%	2%	-2%	3%	-2%	i	34	2%	4%
42	CCN(CC)CCNC(=O)Cc1nn(Cc2ccccc2)c(=O)c2ccccc12	175%	-9%	-3%	2.3µM*	9%	i	-9	1%	-2%
43	COc1ccc(NC(=S)N2CCc3ccccc3C2)cc1OC	7%	20%	1%	-1%	·	i	-3	22%	-13%
44	CC(C)C(=O)Nc1cccc(C(=O)Nc2nccs2)c1	12%	-12%	0%	-1%	5%	i	-21	-2%	-14%
45	Cc1ccc(S(=O)(=O)Nc2ccc(S(=O)(=O)N3CCOCC3)cc2)cc1[N+](=O)[O-]	0%	3%	-1%	1%	-7%	i	0	4%	4%
46	COc1ccccc1N(C(=O)CNC(=O)c1ccco1)C(C(=O)NCC1CCCO1)c1ccccc1 (stereo not given)	8%	0%	-5%	4%	-4%	i	4	1%	-13%

Some of the entries above, set out differently:
The line under a structure holds: MCF10A rerep	HT1080 IDH1KD tx	KB-3-1 tox	SW480 rereplic	ATXN2 expr inh	S2 tox	IL1B secr inh	HT1080-NT tox	KB-V1 cytotox
(35) CCCc1c(-c2ccccc2)ncn1Cc1ccccc1OC
  ·	?	?	·	-7%	?	7	-27%	18µM*
(36) COc1ccc(-c2csc(N(CC3CCCO3)C(=O)c3ccco3)n2)cc1 (stereo not given)
  16µM*	-26%	?	?	8%	i	-15	-14%	-25%
(37) Cc1ccc(S(=O)(=O)CCC(=O)Nc2sccc2C#N)cc1
  8%	-7%	16%	10%	6%	i	15	-3%	3%
(38) COc1cc(OC)c(S(=O)(=O)Nc2ccc(C(=O)N3CCCC3)cc2)cc1NC(C)=O
  9%	-5%	-4%	9%	10%	i	-5	-3%	-16%
(39) O=C(O)c1ccccc1Cc1ccc(F)c2ccccc12
  ·	4%	4%	·	·	?	47	0%	11%
(40) CC(C)CCNC(=O)C12CN(Cc3ccccc3)CC1C(c1ccc([N+](=O)[O-])cc1)=NO2 (stereo not given)
  -7%	-13%	?	-2%	-10%	i	-14	-7%	-13%
(41) CN1CCN(S(=O)(=O)c2ccc3c(c2)NC(=O)C2CCCN32)CC1 (stereo not given)
  -2%	2%	-2%	3%	-2%	i	34	2%	4%
(42) CCN(CC)CCNC(=O)Cc1nn(Cc2ccccc2)c(=O)c2ccccc12
  175%	-9%	-3%	2.3µM*	9%	i	-9	1%	-2%
(43) COc1ccc(NC(=S)N2CCc3ccccc3C2)cc1OC
  7%	20%	1%	-1%	·	i	-3	22%	-13%
(44) CC(C)C(=O)Nc1cccc(C(=O)Nc2nccs2)c1
  12%	-12%	0%	-1%	5%	i	-21	-2%	-14%
(45) Cc1ccc(S(=O)(=O)Nc2ccc(S(=O)(=O)N3CCOCC3)cc2)cc1[N+](=O)[O-]
  0%	3%	-1%	1%	-7%	i	0	4%	4%

Bioassay records from PubChem.
